Source: PubChem BioAssay
Measles CPE – protection of cells from measles virus; Measles virus-infected cells, CPE protection, absorbance; AID 841; 1.5% of 140,000 active; protection (pct of control), % at 4 µM; in the data active means protection mostly above about 24%, no sharp cut-off; inactive means mostly below about 26%; further: some compounds called inactive have numbers as strong as hits
MRP-1 activ – activators of MRP-1; H69AR cells + doxorubicin, viability rescue, CellTiter-Glo; 0.61% of 140,000 active; AID 799; viability increase, % at 10 µM;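 active means viability gain under doxorubicin at or above a set limit, the compound median plus 3 SD, cut at about 4.7% in these data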;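 further: MRP-1 overexpressing cells given doxorubicin 25 µM after compound pretreatment; 18-22 h compound pretreatment then 72 h with doxorubicin before readout; 0% = doxorubicin-only wells and 100% = vehicle-treated cells without doxorubicin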
HCT116 bCat-KO – beta-catenin-lacking colon tumor cell growth suppression; HCT116 beta-catenin knockout viability, CellTiter-Glo, 60 h; stronger effect = lower value; viability, % at 10 µM; 1.5% of 140,000 active; AID 818;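 active means viability at or under a set limit, the compound median less 4 SD, cut at about 6% in these data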;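 further: 0% = Hyamine 1622 control at 20 µM and 100% = untreated cell control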
NPY-Y2 antag – antagonists of human neuropeptide Y receptor Y2; P49146; NPY-Y2 expressing cells, antagonist mode; inhibition, % at 2.7 µM; 0.99% of 140,000 active; AID 793; in the data active means inhibition above about 17%;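 further: 0% = vehicle with agonist challenge and 100% = reference antagonist with challenge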
BB579 growth dn – yeast BB579 growth reduction in restrictive medium; S. cerevisiae BB579 growth, OD615, 48 h; inhibition, % at 10 µM; 0.51% of 140,000 active;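 active means inhibition above a set limit, 3 SD over the mean compound inhibition, cut at about 44% in these data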; further: inactives centre near -24
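Detection: OD615 turbidity measurement; Material: Saccharomyces cerevisiae DeaD strain BB579, replicative lifespan model yeast; Timing: 48 h exposure, 30 °C; Doses: single 10 µM dose; Medium: CSMM-D restrictive synthetic medium containing dextrose (glucose); Controls: amphotericin B at 10 µg/mL as positive control.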
Phagocytosis inh – macrophage phagocytosis inhibition | J774A.1 macrophage IgG-bead phagocytosis, imaging | inhibition, % at 5 µM | 0.07% of 110,000 active;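 active means inhibition above the mean of the plate negative controls plus 5 SD, cut at about 13% in these data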;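 further: phagocytic index as fraction of beads internalized from green versus red external bead signal; plate controls were DMSO negative control for no effect and cytochalasin-D positive control for full effect; some results beyond the cut were filed as inactive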
Yeast lifespan up – extends the lifespan of yeast; S. cerevisiae growth with nicotinamide, OD615; deaD strain in restrictive glucose medium; inhibition of the nicotinamide effect, % at 10 µM; 0.68% of 130,000 active;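 active means inhibition above a set limit, placed 3 SD over the median of all compounds, cut at about 26% in these data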;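 further: 0% = nicotinamide-treated wells and 100% = cells grown without nicotinamide; some compounds called inactive have numbers as strong as hits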
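Measured by: optical density (absorbance) at 615 nm; System: modified budding yeast, DeaD strain; Medium: restrictive CSMM-D dextrose medium; Timing: 4 h preincubation then 48 h treatment at 30 °C.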
GALR2 antag – antagonists of human galanin receptor 2 (GALR2); GALR2-expressing cells, antagonist mode; 0.39% of 140,000 active; O43603; inhibition, % at 4 µM; in the data active means inhibition above about 27%;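 further: cells stimulated with galanin 1-16 at roughly its EC80; 0% = agonist challenge control and 100% = basal control without agonist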
Target sequence (O43603 whole entry, looked up): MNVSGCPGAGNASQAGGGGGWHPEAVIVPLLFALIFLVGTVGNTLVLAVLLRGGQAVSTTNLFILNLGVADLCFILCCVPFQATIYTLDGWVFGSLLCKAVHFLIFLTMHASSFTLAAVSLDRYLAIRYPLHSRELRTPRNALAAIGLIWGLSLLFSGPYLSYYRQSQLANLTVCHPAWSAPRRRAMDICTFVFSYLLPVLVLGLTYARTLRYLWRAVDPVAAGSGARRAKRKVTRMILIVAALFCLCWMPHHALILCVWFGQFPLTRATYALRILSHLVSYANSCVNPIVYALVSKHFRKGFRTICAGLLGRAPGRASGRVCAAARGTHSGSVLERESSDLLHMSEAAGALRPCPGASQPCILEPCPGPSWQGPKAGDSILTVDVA
HCT116 PTEN-null – PTEN-deleted cell growth suppression. HCT116 PTEN-null viability, CellTiter-Glo, 60 h; stronger effect = lower value. viability, % at 10 µM. 1.2% of 140,000 active;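 active means viability at or below a set limit, 4 SD under the median of all tested compounds, cut at about 3.7% in these data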;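 further: PTEN knockout HCT116 line with beta catenin targeted HCT116 as companion control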
E-sel TNF inh – TNF alpha driven E-selectin expression inhibition | HUVEC TNFa-induced E-selectin immunofluorescence, high content | inhibition, % at 2 µM | 0.71% of 120,000 active;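 active means inhibition above the batch mean plus 3 SD, and confirmed as a hit on visual image review, cut at about 43% in these data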;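 further: 0% = TNF-stimulated DMSO wells and 100% = unstimulated control wells; not every result past the cut was called active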
* = called active by the depositor; nt = no result given.

no.	SMILES	Measles CPE	MRP-1 activ	HCT116 bCat-KO	NPY-Y2 antag	BB579 growth dn
1	CCCCOC(=O)c1ccc(N)cc1	19	-2.0	100	0	-6
2	CN1CCN(c2c(F)cc3c(=O)c(C(=O)O)cn4c3c2SCC4)CC1	30	-2.0	99	5	-35
3	CN1CCC(=C2c3ccccc3CC(=O)c3sccc32)CC1	7	-3.4	93	1	-16
4	O=C(NCCN1CCOCC1)c1ccc(Cl)cc1	2	-0.8	97	2	-41
5	CCOc1ccc(NC(=S)N2CCC(C(O)(c3ccccc3)c3ccccc3)CC2)cc1	18	1.1	88	54*	2
6	O=C(O)CCCCCCCC(=O)O	53	-0.9	85	-3	-4
7	COc1cc(NC(=O)c2cc(C3CC3)on2)c(OC)cc1Cl	4	-2.4	97	2	-28
8	CN(C)CCOC(=O)C(c1ccccc1)C1(O)CCCC1 (stereo unspecified)	2	0.8	101	-3	-9
9	CCCN(CCC)C(=O)C(CCC(=O)O)NC(=O)c1ccccc1 (stereo unspecified)	50	-0.6	93	2	-48
10	OCC(O)CN1CCN(c2ccccc2)CC1 (stereo unspecified)	13	0.3	104	1	0

no.	Phagocytosis inh	Yeast lifespan up	GALR2 antag	HCT116 PTEN-null	E-sel TNF inh
1	nt	-5	-8	95	nt
2	nt	-4	8	95	nt
3	nt	2	13	91	nt
4	2	-1	-1	102	4
5	-3	2	7	103	8
6	nt	6	5	91	nt
7	0	-8	6	95	-3
8	nt	2	9	102	nt
9	nt	5	9	97	nt
10	nt	5	7	100	nt

Arranged by number of heavy atoms (smallest number first): 9 of the compounds above.
no.	SMILES	Measles CPE	MRP-1 activ	HCT116 bCat-KO	NPY-Y2 antag	BB579 growth dn
6	O=C(O)CCCCCCCC(=O)O	53	-0.9	85	-3	-4
1	CCCCOC(=O)c1ccc(N)cc1	19	-2.0	100	0	-6
10	OCC(O)CN1CCN(c2ccccc2)CC1 (stereo unspecified)	13	0.3	104	1	0
4	O=C(NCCN1CCOCC1)c1ccc(Cl)cc1	2	-0.8	97	2	-41
8	CN(C)CCOC(=O)C(c1ccccc1)C1(O)CCCC1 (stereo unspecified)	2	0.8	101	-3	-9
3	CN1CCC(=C2c3ccccc3CC(=O)c3sccc32)CC1	7	-3.4	93	1	-16
9	CCCN(CCC)C(=O)C(CCC(=O)O)NC(=O)c1ccccc1 (stereo unspecified)	50	-0.6	93	2	-48
2	CN1CCN(c2c(F)cc3c(=O)c(C(=O)O)cn4c3c2SCC4)CC1	30	-2.0	99	5	-35
5	CCOc1ccc(NC(=S)N2CCC(C(O)(c3ccccc3)c3ccccc3)CC2)cc1	18	1.1	88	54*	2

no.	Phagocytosis inh	Yeast lifespan up	GALR2 antag	HCT116 PTEN-null	E-sel TNF inh
6	nt	6	5	91	nt
1	nt	-5	-8	95	nt
10	nt	5	7	100	nt
4	2	-1	-1	102	4
8	nt	2	9	102	nt
3	nt	2	13	91	nt
9	nt	5	9	97	nt
2	nt	-4	8	95	nt
5	-3	2	7	103	8

(cont.)
no.	SMILES	Measles CPE	MRP-1 activ	HCT116 bCat-KO	NPY-Y2 antag	BB579 growth dn
11	COc1ccc(S(=O)(=O)Nc2nnc(CC(C)C)s2)cc1	11	-0.7	99	7	-30
12	COc1ccc(Sc2ccc(NC(=O)c3ccccc3Cl)cc2C#N)cc1	6	-4.8	41	7	-6
13	CCN(CC)CCOC(=O)C(c1ccccc1)c1ccccc1	26	-0.2	95	6	-47
14	CCCc1cc(C(N)=S)ccn1	9	0.2	86	1	1
15	O=C1CCc2cc(OCCCCc3nnnn3C3CCCCC3)ccc2N1	2	-1.5	95	7	-33
16	O=C(c1ccccc1)c1ccc2n1CCC2C(=O)O (stereo unspecified)	11	-0.3	105	1	-15
17	COc1cc(C)nc(-n2nc(C)cc2OC)n1	32	-0.8	93	-2	-32
18	Cc1cc(O)c2c(c1)C(=O)c1cccc(O)c1C2=O	12	-1.8	98	4	-12
19	CCOC(=O)Nc1ccc2c(c1)N(C(=O)CCN1CCOCC1)c1ccccc1S2	7	-5.2	97	1	-19
20	CC1(C)Oc2ccc(C#N)cc2[C@@H](N2CCCC2=O)[C@@H]1O	14	-0.5	100	-2	-15
21	C[C@]12CC[C@H]3C(=CCc4cc(O)ccc43)[C@@H]1CCC2=O	32	-2.1	102	-3	-16
22	Cc1ccsc1/C=C/C1=NCCCN1C	15	-1.3	85	0	-36
23	COc1cc(C(=O)NCCCCCC(=O)O)cc(OC)c1OC	18	-0.6	101	-1	3

no.	Phagocytosis inh	Yeast lifespan up	GALR2 antag	HCT116 PTEN-null	E-sel TNF inh
11	0	34	0	103	11
12	nt	-27	15	31	2
13	nt	9	13	104	nt
14	0	-7	-2	89	25
15	nt	-2	-4	85	nt
16	nt	-1	1	97	nt
17	nt	2	0	102	nt
18	nt	0	-1	95	34
19	-2	-4	-4	88	2
20	nt	4	3	97	nt
21	nt	4	4	97	nt
22	nt	8	8	97	nt
23	-1	-15	-9	103	9

An excerpt; count on the stated rates, not on these rows.
